Source: PubChem BioAssay (several laboratories)
TAAR1 antag – human TAAR1 antagonists, primary screen, Fluo-8 calcium fluorescence, CHO RD-HGA16 cells | Trace amine-associated receptor 1 (Homo sapiens), Q96RJ0 | antagonist | inhibition, % at 3 µM | 360,000 tested, 1.5% active | AID 624466, 2012;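 active = inhibition above a per-plate cutoff, the mean inhibition of test compounds on that plate plus 3 SD, cut at about 49% in these data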;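 also: 0% = DMSO plus EC80 beta-PEA response and 100% = DMSO alone without agonist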
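Test system: hTAAR1-expressing CHO RD-HGA16 cells, Gα16-coupled; Probe or stimulus: EC80 β-phenethylamine stimulus; Compound dosing: single nominal final test compound concentration of 3 µM; Timing: 140 s kinetic read after compound, 140 s after agonist; Signal: Fluo-8 calcium-sensitive fluorescence; Measure: % inhibition of agonist calcium response; Controls: DMSO and EC80 PEA controls.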
M5 PAM – human M5 muscarinic receptor positive allosteric modulators, primary screen, CHO-K1 cells, Fluo-8 calcium fluorescence | Muscarinic acetylcholine receptor M5 (Homo sapiens), P08912 | CHO-K1 hM5, ACh EC20 PAM; 0% = ACh EC20, 100% = ACh EC100 | activation, % at 3 µM | 360,000 tested, 0.3% active;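 active = activation above the run cutoff, the mean activation of all test compounds plus 3 SD, cut at about 18% in these data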
Target sequence (P08912 whole entry, looked up): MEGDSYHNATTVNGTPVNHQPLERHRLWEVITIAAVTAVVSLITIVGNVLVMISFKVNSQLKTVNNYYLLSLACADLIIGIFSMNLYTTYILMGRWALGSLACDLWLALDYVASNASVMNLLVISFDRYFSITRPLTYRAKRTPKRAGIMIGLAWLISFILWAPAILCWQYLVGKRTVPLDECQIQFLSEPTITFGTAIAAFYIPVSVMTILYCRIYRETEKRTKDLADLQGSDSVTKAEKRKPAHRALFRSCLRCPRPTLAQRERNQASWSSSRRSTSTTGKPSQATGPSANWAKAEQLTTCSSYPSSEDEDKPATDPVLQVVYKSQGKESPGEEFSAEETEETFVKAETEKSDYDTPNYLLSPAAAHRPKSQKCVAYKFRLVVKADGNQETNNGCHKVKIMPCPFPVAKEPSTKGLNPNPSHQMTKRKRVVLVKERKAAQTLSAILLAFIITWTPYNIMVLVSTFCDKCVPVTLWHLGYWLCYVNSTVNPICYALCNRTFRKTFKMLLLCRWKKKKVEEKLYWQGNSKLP
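System – CHO-K1 hM5 cells · Compound – 3 µM, single dose · Incubation – compound preincubation 140 s before EC20 acetylcholine addition · Technique – Fluo-8 calcium fluorescence · Measure – Max/basal fluorescence ratio as % of EC20–EC100 ACh window · Benchmarks – low control EC20 acetylcholine (0%), high control EC100 acetylcholine (100%) · Replication – singlicate, one well per test compound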
TAAR1 agonist – human TAAR1 agonists, primary screen, Fluo-8 calcium fluorescence, CHO RD-HGA16 cells; Trace amine-associated receptor 1 (Homo sapiens), Q96RJ0; vehicle wells 0%, saturating PEA agonist 100%; activation, % at 3 µM; 360,000 tested, 0.99% active; AID 624467, 2012;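 active = activation above the mean activation of all test compounds in the run plus 3 SD, cut at about 38% in these data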
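test system = CHO RD-HGA16 cells carrying human TAAR1 plus Gα16 | schedule = 17-24 h seeding, 75 min 37 °C dye, 30 min RT | compound dosing = 3 µM single concentration | control set = DMSO and PEA EC100 | replicates = n 1 | signal = Fluo-8 fluorescence, 5 s baseline then 140 s kinetic read | measure = percent activation vs PEA EC100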
CRFR2-BP antag – antagonists of CRF-BP/CRF-R2 complex, primary screen, cell-based, HEK293, calcium dye fluorescence, uHTS; inhibition, % at 11.8 µM; CRF-induced calcium fluorescence; AID 588475, 2011; 350,000 tested, 0.59% active;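 active = inhibition of the ligand-induced calcium signal above about 50% at the single tested concentration, limit read from the data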
M5 ag – human M5 muscarinic receptor agonists, primary screen, CHO-K1 cells, Fluo-8 calcium fluorescence; Muscarinic acetylcholine receptor M5 (Homo sapiens), P08912; CHO-K1 hM5 cells; 0% DMSO wells, 100% maximal acetylcholine response; activation, % at 3 µM; 360,000 tested, 0.19% active; AID 624037, 2012;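 active = activation above the run's mean over test compounds plus 3 SD, cut at about 23% in these data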;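 also: signal is peak over basal fluorescence ratio across the kinetic read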
CHRM4 PAM – human M4 muscarinic receptor positive allosteric modulators, primary screen, CHO-K1 cells, Fluo-8 calcium fluorescence; CHO-K1 hM4/Gqi5, ACh EC20; 0% = ACh EC20, 100% = maximal ACh; activation, % at 3 µM; 360,000 tested, 0.4% active;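 active = activation above its plate's cutoff, the mean activation of sample wells plus 3 SD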; also: some results filed as inactive read as strong as hits
Target sequence (P08173 whole entry, looked up): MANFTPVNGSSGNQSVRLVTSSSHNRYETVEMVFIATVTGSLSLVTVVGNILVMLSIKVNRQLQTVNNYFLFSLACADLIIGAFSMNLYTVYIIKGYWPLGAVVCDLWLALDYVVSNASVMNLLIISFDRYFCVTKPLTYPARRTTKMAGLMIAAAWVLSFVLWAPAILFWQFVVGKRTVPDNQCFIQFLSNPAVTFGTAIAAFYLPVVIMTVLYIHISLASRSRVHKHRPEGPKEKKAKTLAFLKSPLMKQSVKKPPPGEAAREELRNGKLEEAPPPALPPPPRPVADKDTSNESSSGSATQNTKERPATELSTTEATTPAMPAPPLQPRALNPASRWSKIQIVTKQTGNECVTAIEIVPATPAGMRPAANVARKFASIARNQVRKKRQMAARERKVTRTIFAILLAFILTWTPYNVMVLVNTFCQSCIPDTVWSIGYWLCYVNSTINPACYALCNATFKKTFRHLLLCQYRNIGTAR
M5 antag – human M5 muscarinic receptor antagonists, primary screen, CHO cells, Fluo-8 calcium fluorescence; Muscarinic acetylcholine receptor M5 (Homo sapiens), P08912; CHO-hM5 cells, ACh EC80; inhibition, % at 3 µM; 360,000 tested, 0.59% active;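 active = inhibition above a per-plate cutoff, the mean of that plate's test compounds plus 3 SD, cut at about 27% in these data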;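 also: 0% = acetylcholine EC80 with DMSO and 100% = DMSO without agonist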
CRFBP-R2 agonist – agonists of CRF-BP/CRF-R2 complex, primary screen, cell-based, HEK293, calcium dye fluorescence, uHTS | CRF-binding protein / CRF receptor 2 complex (human) | calcium dye fluorescence (FLIPR); percent of saturating CRF peptide response | 350,000 tested, 0.46% active | activation, % at 13.2 µM | AID 588473, 2011;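 active = activation of at least 50%, plus an integration ratio under a set limit after plate pattern correction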;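 also: plate controls were neutral control wells without compound for no effect and CRF at EC100 for full effect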
CHO-K1 Ca PAM – nonselective calcium activators in parental CHO-K1 cells, primary screen, counter-screen for M1 PAM project, cell-based, Fluo-8 calcium fluorescence, full deck, 1536-well | ATP EC20; 0% at ATP EC20, 100% at ATP max | activation, % at 3 µM | 360,000 tested, 0.02% active | AID 602247, 2012;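 active = activation above the run cutoff, the mean activation of all test compounds plus 3 SD, cut at about 40% in these data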;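 also: peak over basal fluorescence ratio in a 140 s read after ATP addition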
The depositor's hits bear a star; . = not tested or not shown.

SMILES | TAAR1 antag | M5 PAM | TAAR1 agonist | CRFR2-BP antag | M5 ag | CHRM4 PAM | M5 antag | CRFBP-R2 agonist | CHO-K1 Ca PAM
Cc1ccc(OCC(=O)N/N=C\c2ccc(-c3cccc(C(=O)O)c3)o2)c(C)c1 | -19 | 2 | -1 | 10 | -4 | 6 | 2 | -1.7 | 15
COCCn1c(C)cc(C(=O)CSc2nnc3ccccn23)c1C | -2 | -5 | 1 | 3 | 1 | -4 | 1 | 0.3 | 4
COc1ccccc1C(=O)C1CCCN(C(=O)c2cn3cc(Cl)ccc3n2)C1 (stereo not given) | -1 | 8 | 2 | -10 | -8 | -7 | 6 | 0.5 | 29
C/C(=N\Nc1ccc(Cl)c(C(=O)O)c1)c1cccc2ccccc12 | -1 | -1 | 4 | 4 | -3 | 1 | 5 | -0.1 | 17
CCC(C(=O)NC(C)CCc1ccccc1)n1nc(C)n2c(cc3occc32)c1=O (stereo not given) | . | 6 | . | 8 | -6 | 9 | 0 | 0.3 | 14
O=P(c1ccccc1)(c1ccccc1)c1cc(S(=O)(=O)O)ccc1O | 9 | -9 | 1 | -73 | 1 | -11 | 9 | 115* | 9
CCOC(=O)c1cc(-c2ccc(/C=C3/C(=O)NC(=O)C(C#N)=C3C)o2)ccc1Cl | -5 | 5 | 10 | -26 | 1 | 4 | 2 | 6.1 | 0
CC(=O)c1ccc(NC(=O)COC(=O)CCC2CCCC2)cc1 | 0 | -5 | 7 | 9 | 6 | 3 | 2 | -0.2 | 2
COc1ccc(N(C)C(=O)Nc2ccc3c(c2)nnn3C)cc1 | -16 | -2 | 14 | -6 | 2 | 4 | 1 | 1.4 | 4
O=C(Cn1cc(/C=C\[N+](=O)[O-])c2ccccc21)Nc1ccccc1 | 1 | 0 | 12 | -4 | 10 | -12 | 3 | -2.5 | 12
COc1ccc(C2c3ccc(O)cc3Oc3ncn(Cc4ccco4)c(=N)c32)cc1OC (stereo not given) | 19 | 0 | 9 | -15 | -3 | -2 | 5 | 0.0 | 10
Cc1ccc(C(=O)Nc2nc3ccc(Cl)cc3s2)o1 | -19 | -15 | 2 | -17 | 7 | -7 | 9 | 1.1 | -6

Rewritten in markdown: part of the list above.
| compound | TAAR1 antag | M5 PAM | TAAR1 agonist | CRFR2-BP antag | M5 ag | CHRM4 PAM | M5 antag | CRFBP-R2 agonist | CHO-K1 Ca PAM |
| --- | --- | --- | --- | --- | --- | --- | --- | --- | --- |
| CCOC(=O)c1cc(-c2ccc(/C=C3/C(=O)NC(=O)C(C#N)=C3C)o2)ccc1Cl | -5 | 5 | 10 | -26 | 1 | 4 | 2 | 6.1 | 0 |
| CC(=O)c1ccc(NC(=O)COC(=O)CCC2CCCC2)cc1 | 0 | -5 | 7 | 9 | 6 | 3 | 2 | -0.2 | 2 |

Going on with the list:
SMILES | TAAR1 antag | M5 PAM | TAAR1 agonist | CRFR2-BP antag | M5 ag | CHRM4 PAM | M5 antag | CRFBP-R2 agonist | CHO-K1 Ca PAM
CC1=CC(=O)C(Sc2ccc(C)cc2)=CC1=O | -11 | 2 | 18 | -20 | 12 | -2 | 9 | -1.6 | 4
COC(=O)CSc1nc2sccc2c(=O)n1-c1ccccc1 | -9 | -2 | 0 | 3 | -1 | 6 | -1 | -0.9 | 1
COc1ccc(-c2cc3cc(F)ccc3cn2)cc1 | 4 | 5 | 9 | 7 | -2 | 17 | 5 | -0.9 | -12
Cc1ccc(N/C(N)=N/c2nc(C)cc(C)n2)cc1 | 27 | -13 | 24 | -48 | 8 | -24 | 5 | 55* | 0
O=C(c1ccco1)N1CCN(c2ccc(F)cc2)CC1 | 13 | 6 | 11 | 0 | -3 | 3 | -8 | -1.1 | 19
Cc1cccc(C)c1NC(=O)c1cccc2c1-c1ccccc1C2=O | -1 | -7 | 2 | -1 | 0 | 10 | 9 | -0.9 | 4
O=C(CNC(=O)OCc1ccccc1)Oc1cc2oc(=O)cc(-c3ccccc3)c2cc1Cl | . | 3 | . | 4 | 8 | 11 | -9 | 0.4 | 12
CCOC(=O)c1cc(/C(C)=N/OC(=O)c2ccc(Cl)cc2)on1 | -13 | -12 | 1 | 3 | -4 | -4 | 19 | 0.2 | 2
Cn1c(=O)c2[nH]c(N3CCN(c4cccc(O)c4)CC3)nc2n(C)c1=O | -11 | 1 | 2 | -18 | 1 | 1 | 1 | -0.7 | 4
CCCCn1c(N)c(N(CC)C(=O)c2ccc(N3CCCC3=O)cc2)c(=O)[nH]c1=O | -16 | -4 | 3 | 7 | -3 | 8 | 6 | 0.0 | -14
CC(CC(=O)N1CCN(c2ccc(C(F)(F)F)cn2)CC1)n1ccnc1 (stereo not given) | 4 | 0 | 3 | -9 | 0 | 1 | -18 | -0.2 | -13
COc1ccccc1NC(=O)C(C)N(C)CC(=O)Nc1cccc2ccccc12 (stereo not given) | 16 | 4 | 4 | 9 | 2 | -7 | -5 | -2.4 | 10

Look-ups from the list:
Result of Cc1ccc(C(=O)Nc2nc3ccc(Cl)cc3s2)o1 in CHO-K1 Ca PAM: -6
Result of COCCn1c(C)cc(C(=O)CSc2nnc3ccccn23)c1C in TAAR1 agonist: 1
Result of COC(=O)CSc1nc2sccc2c(=O)n1-c1ccccc1 in CHO-K1 Ca PAM: 1

(list continues)
SMILES | TAAR1 antag | M5 PAM | TAAR1 agonist | CRFR2-BP antag | M5 ag | CHRM4 PAM | M5 antag | CRFBP-R2 agonist | CHO-K1 Ca PAM
COc1ccc(NC(=S)NCCc2c[nH]c3ccc(OC)cc23)c(OC)c1 | -1 | -11 | 6 | -5 | 4 | -6 | 6 | -0.1 | 6
CC1CCc2c(sc3ncnc(N4CCOCC4)c23)C1 (stereo not given) | -1 | -4 | 2 | -3 | -1 | -1 | -6 | -0.6 | -5
O=c1[nH]c(CSc2ccccn2)nc2c1oc1ccccc12 | 12 | -6 | 1 | -7 | 1 | 9 | -2 | 0.3 | 7
C=CCn1c(N)c(C(=O)Nc2ccc(C)c(C)c2)c2nc3ccccc3nc21 | -13 | 0 | 13 | 0 | 3 | 2 | 0 | 0.7 | 15
N#Cc1cc(N)ccc1Sc1ccc(Cl)cc1 | 13 | -8 | 2 | 18 | -8 | -13 | 2 | -0.7 | 4
Cc1c(Cl)cccc1-n1c(SCC(=O)NCc2ccccc2Cl)nnc1-c1ccncc1 | -23 | -4 | 8 | -9 | -3 | -1 | 10 | -1.2 | 35
CC(=O)C1=C(C)NC(SCC(N)=O)=C(C#N)C1C (stereo not given) | -7 | -2 | 10 | -2 | -1 | -5 | -2 | 2.6 | 19
CCc1cc(=O)oc2cc(C)cc(OCC(=O)NCc3ccccn3)c12 | -10 | -2 | 0 | 19 | -1 | 5 | 2 | -0.7 | 17
CCS(=O)(=O)N1CCC(NC(=O)C(Cc2ccc(OC)c(OC)c2)NC(C)=O)CC1 (stereo not given) | -16 | -2 | 4 | 3 | 1 | 4 | -3 | 0.1 | 14
CCN(CC)CCCNC(=O)Cn1nc(-c2ccccc2)ccc1=O | 1 | -3 | 13 | 18 | -2 | 12 | -3 | -1.5 | 7
C[C@H](NS(=O)(=O)c1ccccc1F)C(=O)OCC(=O)N1CCc2ccccc21 | -16 | 3 | -2 | 5 | 1 | 11 | -4 | -1.7 | 18
O=C(NCCN1C(=O)S/C(=C/c2ccccc2)C1=O)C1CCCN1C(=O)c1cccs1 (stereo not given) | -17 | -1 | 1 | 17 | 0 | 0 | -5 | -1.1 | 2
Cc1c(C(=O)NC2CCCCC2C)oc2ccccc12 (stereo not given) | -28 | -6 | 7 | -13 | 0 | 0 | -5 | 1.2 | 20
Cc1ccc(S(=O)(=O)N2CCN(Cc3ccccc3)CC2)cc1 | -2 | -8 | -2 | -8 | -9 | -11 | 7 | -2.0 | 0
CCC(C)(C)NC(=O)C(c1ccncc1)N(Cc1cccs1)C(=O)Cn1nnc2ccccc21 (stereo not given) | -1 | -1 | 0 | -6 | -4 | 0 | 0 | -1.9 | 15
CN1CCc2c(sc(NC(=O)C3CCCN3S(=O)(=O)c3ccc(Cl)s3)c2C(N)=O)C1 (stereo not given) | -26 | -3 | 1 | -7 | 0 | 1 | 12 | 8.0 | -5
CN(C)c1ccc(CNc2ccccn2)cc1 | 4 | -9 | 3 | 2 | -3 | -6 | 22 | -1.9 | 5
COc1ccc(NC(=O)c2c(C(F)(F)F)nn(C)c2Cl)cc1 | -15 | 9 | 1 | 3 | -3 | 8 | -6 | 0.2 | -5
CCOc1cc2[nH]c(=S)n(CCCCC(=O)NCc3ccco3)c(=O)c2cc1OCC | -4 | 5 | 9 | 21 | 4 | 32* | -15 | -1.0 | 9
CC(C)C1(C2CCCC2)NC(=O)NC1=O (stereo not given) | 3 | 5 | 2 | -1 | 8 | 2 | -4 | -0.6 | -17
O=C(CCN1CCOCC1)Nc1cccc(Br)c1 | -7 | -1 | 18 | 7 | -2 | -4 | 0 | -0.8 | 7
COc1cccc(OC)c1C(=O)N1CCN(Cc2cccnc2)CC1 | 5 | -1 | 0 | 56* | -1 | -1 | 2 | -0.8 | -1
Cc1cc(CCC(=O)O)c(C)cc1CCC(=O)O | 10 | -2 | 9 | 7 | 0 | -6 | 2 | -5.2 | -2
Cc1nn(-c2ccccc2)c(Cl)c1/C=N/Nc1ccc(Cl)c(C(=O)O)c1 | -16 | 3 | 0 | 14 | 0 | 3 | 3 | 2.1 | 14
Cc1ccc(NC(=O)Cc2c(O)c3ccccc3[nH]c2=O)c(C)c1 | -12 | -5 | 3 | 2 | -1 | 0 | 12 | -0.5 | 5
CC(C)(C)OC(=O)NN1CC(=O)N2Cc3ccccc3C[C@@H]2C1=O | 3 | 0 | 1 | 0 | 0 | 8 | -1 | 1.6 | 20
COc1ccc2c(c1)OC[C@H]1[C@H]2N2C(=O)CN(Cc3ccc(Cl)cc3)C(=O)[C@@]2(C)[C@H]1c1ccccc1 | 26 | -1 | 5 | -5 | 3 | 16 | -1 | 3.3 | 4
Cc1nnc(SC(C)C(=O)Nc2sc3c(c2C#N)CCCC3)[nH]c1=O (stereo not given) | -14 | 5 | 4 | 2 | -1 | -1 | 14 | -1.7 | 7
CCOc1cccc2c1OC1(C)CC2NC(=O)N1c1cccc(F)c1 (stereo not given) | -1 | 1 | 2 | 0 | -1 | -4 | -1 | 0.3 | -8
